# Source: PubChem
# TbREL1 primary = TbREL1 inhibition, primary screen; P86926; TbREL1 RNA ligation, FRET fluorescence; inhibition, % at 9.66 µM; 89,000 tested, 0.49% active; AID 1117264;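 active = inhibition above the mean inhibition across all screened compounds plus 3 SD, cut at about 11% in these data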;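 note: 0% = plate median of test wells and 100% = NSC42067 control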
# Target sequence (P86926 whole entry, looked up): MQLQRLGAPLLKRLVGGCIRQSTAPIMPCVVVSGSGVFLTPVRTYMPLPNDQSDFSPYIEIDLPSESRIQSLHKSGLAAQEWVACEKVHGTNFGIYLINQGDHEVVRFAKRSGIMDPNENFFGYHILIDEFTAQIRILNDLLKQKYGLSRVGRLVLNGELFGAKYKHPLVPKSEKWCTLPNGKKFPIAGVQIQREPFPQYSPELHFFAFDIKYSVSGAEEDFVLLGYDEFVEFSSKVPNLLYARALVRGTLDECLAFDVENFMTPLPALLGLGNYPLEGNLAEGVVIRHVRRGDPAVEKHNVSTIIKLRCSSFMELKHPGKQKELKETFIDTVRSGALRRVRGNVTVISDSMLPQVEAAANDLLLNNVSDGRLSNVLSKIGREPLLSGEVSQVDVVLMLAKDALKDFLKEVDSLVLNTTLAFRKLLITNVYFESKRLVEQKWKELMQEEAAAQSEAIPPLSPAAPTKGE
# * = called active by the depositor. This is a subset (hit frequency here may not be typical).
SMILES,TbREL1 primary
Cc1cc2nc3n(c2cc1C)CC1CC(C(=O)NCc2ccco2)N(C)C31 (stereo not given),-2
COc1ccc(CNC(=O)CN(CC2CCCO2)C(=O)CNS(=O)(=O)c2ccc(F)cc2)cc1 (stereo not given),0
Fc1ccc(-c2csc(N3CCOCC3)n2)cc1,-3
O=C(Cn1nnc(-c2ccc(CN3CCOCC3)cc2)n1)Nc1nc(-c2ccccc2)cs1,-3
CCN(CC)c1ccc(C(=O)OCC(=O)Nc2cc(C)on2)cc1,6
COc1cccc(OCCNc2ccc([N+](=O)[O-])cn2)c1,2
O=c1c2ccccc2ncn1CCOc1ccccc1[N+](=O)[O-],0
Cc1ccc2c(c1)C1(C(=O)N2)N2CCCC2C(C(=O)c2ccc3ccccc3c2)C12C(=O)Nc1ccccc12 (stereo not given),7
O=CNC(n1cnc2c(N3CCOCC3)ncnc21)C(Cl)(Cl)Cl (stereo not given),3
CCOC(=O)CSc1nc(N)c(C#N)c(-c2ccc(OC)cc2)c1C#N,7
Cc1cc(OCC(=O)c2ccc(C(F)(F)F)cc2)n2cnnc2n1,0
COC(=O)c1ccsc1NC(=O)CN1C(=O)CCC1=O,-2
COCCCNC(=O)C[C@H]1C[C@@]2(C(=O)OC)C(=C[C@H](COCc3ccccc3)O[C@@H]2C)N(Cc2ccco2)C1=O,-1
COc1ccc(N(Cc2cc3cccc(C)c3[nH]c2=O)C(=O)C2CCCO2)cc1 (stereo not given),4
CCN(CC)C(=O)c1[nH]cnc1C(=O)Nc1cccc(Cl)c1,3
COc1ccc(S(N)(=O)=O)cc1C(=O)OCC(=O)NC(C)(C#N)C1CC1 (stereo not given),2
Cc1n[nH]c(C)c1S(=O)(=O)NCCc1ccccc1F,0
Cc1noc(C)c1NC(=O)N(C)C[C@H]1Oc2ccc(NS(=O)(=O)c3cn(C)cn3)cc2C(=O)N([C@H](C)CO)C[C@@H]1C,1
Cc1nn(-c2ccc(F)cc2F)c2c1-c1nc(N3CCCC3)ncc1CC2,-4
Cc1cc(=O)[nH]c(SCc2nnc(-c3ccccc3)o2)n1,0
COc1ccc(CCNC(=O)Cc2cc(OCc3ccccc3)c(OC)cc2[N+](=O)[O-])cc1OC,-3
CC(=O)Nc1ccc(S(=O)(=O)Nc2cccc(-n3cnnn3)c2)cc1,-1
COc1ccccc1/C=C/CN1CCC(Oc2ccc(C(=O)N3CCCCC3)cc2)CC1,-5
CCCN1C(=O)C(Cc2nc3ccccc3c(=O)n2-c2ccccc2)c2ccccc21 (stereo not given),3
COc1ccc(CNC(=O)CN(Cc2ccc(F)cc2)C(=O)CCC(=O)Nc2nccs2)cc1,3
Cc1ccc(S(=O)(=O)/C(C#N)=C/c2ccccc2OCc2ccccc2)cc1,1
COc1ccc(S(=O)(=O)N2CCN(C(=O)CSc3nc4ccccc4nc3N3CCCCC3)CC2)cc1,6
O=C1COc2ccc(-c3csc(NCC4CCCO4)n3)cc2N1 (stereo not given),-3
N#Cc1ncc(C(F)(F)F)cc1Sc1ccccc1N,8
COC(=O)c1sccc1NC(=O)C1CC2CCC1C2 (stereo not given),2
CN1OC[C@@H]2CN[C@H](c3ccc(-c4ccc(C#N)cc4)cc3)C[C@@H]21,0
CC(=O)Nc1ccc(NC(=O)Nc2ccccc2C)cc1,3
Cc1cc(=O)[nH]c(SCc2cc(=O)n3nc(C)sc3n2)n1,-1
Cc1nc(-c2ccccc2)sc1C(=O)/C=C/c1ccccc1,-1
CCC(C)(C)n1nnnc1C(c1ccccc1)N1CCN(Cc2ccccc2)CC1 (stereo not given),3
CCC(=O)N(c1nnc(SCC(=O)Nc2ccc(N3CCOCC3)cc2)s1)C1CC1,-7
Cc1cccc(C(=O)N2CCN(C(=O)c3cccc(C)c3)C(C)C2)c1 (stereo not given),0
CCn1nnc2cc(C(=O)NCC(c3ccccc3OC)N(C)C)ccc21 (stereo not given),-4
O=C(COC(=O)c1cc(=O)[nH]c2ccccc12)Nc1nc(-c2ccc(F)cc2)cs1,0
COc1ccc(OC)c(S(=O)(=O)N2CCCC(N3CCN(c4ccccc4)CC3)C2)c1 (stereo not given),-4

# Not a retest: entries from further up.
SMILES,TbREL1 primary
CCC(=O)N(c1nnc(SCC(=O)Nc2ccc(N3CCOCC3)cc2)s1)C1CC1,-7
Cc1cccc(C(=O)N2CCN(C(=O)c3cccc(C)c3)C(C)C2)c1 (stereo not given),0
CCn1nnc2cc(C(=O)NCC(c3ccccc3OC)N(C)C)ccc21 (stereo not given),-4
O=C(COC(=O)c1cc(=O)[nH]c2ccccc12)Nc1nc(-c2ccc(F)cc2)cs1,0
COc1ccc(OC)c(S(=O)(=O)N2CCCC(N3CCN(c4ccccc4)CC3)C2)c1 (stereo not given),-4

# Additional results follow.
SMILES,TbREL1 primary
O=S(=O)(Nc1nc2ccccc2nc1N1CCN(c2ccccc2F)CC1)c1ccc(Cl)cc1,2
Cc1nc2ccc(S(=O)(=O)NCC(=O)NC(C)c3ccccc3)cc2s1 (stereo not given),3
CC(=O)c1cccc(NC(=O)N2CCCC2C(=O)Nc2cccc(C)c2)c1 (stereo not given),-1
O=S(=O)(c1ccccc1F)n1c(CN2CCOCC2)nc2ccccc21,-2
CN1C2=N[C@@H](c3ccc4c(c3)OCO4)CC(=O)N2/C(=C\c2ccccc2)[C@H]1c1ccccc1,-7
Cc1c(C(=O)N2CCCCC2)nnn1-c1nonc1N,-1
O=C(CN1C(=O)c2ccccc2C1=O)OCC(=O)c1ccc(F)cc1,5
CC(=O)c1ccc(NC(=O)NCc2ccc(F)cc2)cc1,3

# 3 compounds out of the list, ordered by SMILES length, largest number first:
SMILES,TbREL1 primary
O=S(=O)(Nc1nc2ccccc2nc1N1CCN(c2ccccc2F)CC1)c1ccc(Cl)cc1,2
CC(=O)c1cccc(NC(=O)N2CCCC2C(=O)Nc2cccc(C)c2)c1 (stereo not given),-1
Cc1c(C(=O)N2CCCCC2)nnn1-c1nonc1N,-1

# (list continues)
SMILES,TbREL1 primary
CCOc1cccc(-c2nc3cc(C)ccc3o2)c1,-1
COc1ccc(-c2nc(C#N)c(NCc3cccnc3)o2)cc1OC,0
Cc1c(NC(=O)C(C)Sc2nnc(-c3ccccc3)o2)c(=O)n(-c2ccccc2)n1C (stereo not given),2
Cc1cc(SCC(=O)OCC(=O)N2CCN(C(=O)c3ccco3)CC2)c(C)cc1Br,6
COc1ccc(NC(=O)c2nc(SC)ncc2Cl)cc1,-1
COc1cccc(-n2c(-c3cccc(S(=O)(=O)N(C)C)c3)n[nH]c2=S)c1,-4
COC(=O)[C@@]1(C)[C@H]2C(=O)N(C)C(=O)[C@H]2[C@H]2CN=C(SCc3ccc(Cl)cc3)N21,-2
COc1ccc(C2=Nn3c(nnc3-c3ccco3)SC2)cc1OC,8
c1ccc(CNc2ccc(CNc3ncn[nH]3)cc2)cc1,-2
CCOC(=O)c1cc2cc(-c3c(C(=O)OCC)oc4cc(O)cc(O)c4c3=O)ccc2o1,-2
CC1CN(C(=S)NC(=O)c2cccc([N+](=O)[O-])c2)CC(C)O1 (stereo not given),1
CNC(=O)c1c(NC(=O)c2ccco2)sc2c1CCCC2,5
CCCCc1nc2ccccc2c(C(=O)O)c1C,0
CC(C)(C)NC(=O)c1ccc2c(c1)N(CC(=O)N1CCN(c3ccc(F)cc3)CC1)C(=O)C(C)(C)O2,5
Cc1cc(C)c2nc(C)cc(Nc3ccc(C(=O)N4CCOCC4)cc3)c2c1,3
O=C(/C=C/c1ccccc1)NCc1cccnc1,-5
CC1(c2ccccc2)NC(=O)N(CC(=O)Nc2nnc(C3CC3)s2)C1=O (stereo not given),-1
CCOC(=O)c1cc(-c2cc3ccccc3o2)n[nH]1,-1
COc1ccc2[nH]c(O)c(N=NC(=O)Cc3cccs3)c2c1,3
CCn1c(COc2ccc(OC)cc2)nnc1SCC(=O)Nc1cc(OC)ccc1OC,0
Cc1ccc2nc(NC(=O)C3CCCN(S(=O)(=O)c4cccc5nsnc45)C3)sc2c1 (stereo not given),-2
Cc1ccc(NC(=O)COC(=O)Cn2cnc3ccccc32)c(C)c1,4
O=C(NCCCCNC(=O)C(F)(F)F)C(F)(F)F,0
CN(C1CCCCC1)S(=O)(=O)c1ccc(NC(=O)c2ccco2)cc1,0
NC(=S)NN=C1c2cc(OCCN3CCOCC3)ccc2-c2ccc(OCCN3CCOCC3)cc21,-1
CC(Sc1nc2ccccc2c(=O)n1C)C(=O)N(C)C1CCCCC1 (stereo not given),-1
CC(NC(=O)C(=O)NN=C1CCCCCCC1)c1ccccc1 (stereo not given),6
CCn1c(=O)c(C(=O)Nc2ccccn2)c(O)c2ccccc21,2
Nc1nc(N)c2[nH]c(-c3ccccc3)nc2n1,0
Cc1csc(NC(=O)C2CCCN(S(=O)(=O)c3cccnc3)C2)n1 (stereo not given),4
CSCCC(NS(=O)(=O)c1ccc(Cl)cc1)C(=O)OCc1c(Cl)cccc1Cl (stereo not given),-3
CCc1c(C)nc2[nH]ncn2c1=O,3
CC(C)C(NS(=O)(=O)c1cccs1)C(=O)NCc1ccccc1 (stereo not given),1
Nc1ncnc2c1ncn2[C@@H]1O[C@H](C(=O)N[C@@H](CCc2ccccc2)C(=O)NCC(=O)N2CCOCC2)[C@@H](O)[C@H]1O,-2
Cc1ccc2cc(CN(Cc3nnnn3C3CCCCC3)CC3CCCO3)c(=O)[nH]c2c1 (stereo not given),-4
O=C(Cc1n[nH]c(=O)[nH]c1=O)N/N=C/CCc1ccccc1,0
Cc1ccccc1Nc1c(-c2ccncc2)nc2ccc(Br)cn12,0
CCN(CC)CCNc1c2c(c(C#N)c3nc4ccccc4n13)CCCC2,0
COc1ccc2[nH]c(=O)c(CN(CCc3ccccc3)C(C)=O)cc2c1,-1
O=C(/C=C/c1ccccc1)NC(NC(=S)Nc1cccc(O)c1)C(Cl)(Cl)Cl (stereo not given),-2

# As entered above:
# Entry for Cc1ccc2cc(CN(Cc3nnnn3C3CCCCC3)CC3CCCO3)c(=O)[nH]c2c1 (stereo not given) in TbREL1 primary: -4
# Entry for Nc1ncnc2c1ncn2[C@@H]1O[C@H](C(=O)N[C@@H](CCc2ccccc2)C(=O)NCC(=O)N2CCOCC2)[C@@H](O)[C@H]1O in TbREL1 primary: -2
# Entry for Cc1ccccc1Nc1c(-c2ccncc2)nc2ccc(Br)cn12 in TbREL1 primary: 0
# Entry for O=C(Cc1n[nH]c(=O)[nH]c1=O)N/N=C/CCc1ccccc1 in TbREL1 primary: 0
# Entry for CC(C)C(NS(=O)(=O)c1cccs1)C(=O)NCc1ccccc1 (stereo not given) in TbREL1 primary: 1

# The results go on:
SMILES,TbREL1 primary
O=C(CCN=C1NS(=O)(=O)c2ccccc21)OCC(=O)c1ccccc1,-3
O=[N+]([O-])c1ccc(F)c(CN2CCN(c3ncc(Cc4ccccc4)cn3)CC2)c1,3
O=C(COC(=O)c1ccc2c(c1)S(=O)(=O)N=C1CCCCCN12)NCCc1ccc(F)cc1,-2
CN=c1scc(C)n1/N=C/c1ccc2c(c1)OCO2,-6
CC1(c2nnc(-c3ccccc3)o2)CC(c2cccc(Cl)c2)=NO1 (stereo not given),3
COc1ccc(CNC2CCC23CCC(C)CC3)cc1OC (stereo not given),-2
CC(=O)c1cc(C#N)c(NCc2cc(-c3ccccc3)no2)nc1C,2
Cc1ccc(S(=O)(=O)N2CCN(C(=O)COC(=O)/C=C/c3ccc(Cl)cc3)CC2)c(C)c1,3
CCOC(=O)[C@H]1[C@H]2COc3ccc(C)cc3[C@@H]2N2C(=O)c3cc(Br)ccc3NC(=O)[C@@]12C,5
CCC(=O)Nc1ccc(S(=O)(=O)c2ccc(NC(=O)CC)cc2)cc1,-2
O=C1NC[C@@H](c2ccccc2)OC(=O)[C@@H](Cc2ccc(F)cc2)CC/C=C/C[C@@H]1CC(=O)N(CCO)Cc1ccccc1,-2
Cc1ccc(CC(=O)Nc2ccccc2-c2ccccc2)cc1C,0
COc1ccccc1Cc1c(-c2cccc(Cl)c2)nc2c(C)cc(Br)cn12,3
CC(C)CCNC(=O)C1CC(c2cccc(F)c2)=NO1 (stereo not given),-2
O=S(=O)(c1cc(Cl)ccc1Br)N1CCCCC1,0
COc1ccc(C(=O)NC(C)Cc2cnccn2)cc1OC1CCN(C(C)C)CC1 (stereo not given),-1
COc1ccc(/C(C)=N\n2cnnc2)cc1,-3
CCN(CC)S(=O)(=O)c1ccc(S(=O)(=O)N2CCC(N3CCCCC3)CC2)cc1,-1
C=C(C)C(=O)Nc1cccc(C(C)=O)c1,2
Cc1ccnc2c(N3C(=O)C4C5C=CC(C5)C4C3=O)cccc12 (stereo not given),-2
CCOc1ccc(-c2c(C)sc3nc[nH]c(=O)c23)cc1,1
C/C(CC(=O)Nc1cc(Cl)ccc1C)=N\NC(N)=O,0
CC(=O)c1ccc(-c2ccc(C(=O)NC3CCCCCC3)o2)cc1,5
Cc1cnc([N+](=O)[O-])n1CCOC(=O)NC(=O)c1cccc(F)c1,1
FC(F)(F)c1nc2ncc(Cl)cc2[nH]1,2
O=C(c1ccco1)N1CCN(Cc2c(F)cccc2Cl)CC1,3
O=C(Nc1cc2c3c(c1)CC(=O)N3CCC2)c1c(F)cccc1F,5
O=C(CCCSc1nc2ccccc2[nH]1)N1CCN(c2ccccc2)CC1,-1
COc1c(C)cc(C(=O)C2CCCN(C(=O)c3ccc4[nH]ccc4c3)C2)cc1C (stereo not given),2
O=C(NCc1c(F)cccc1F)C1CCC(CNS(=O)(=O)c2cccc3cccnc23)CC1 (stereo not given),0
CSc1ccccc1NC(=S)NC1CCCCC1,-1
Cc1ccc(-n2c(SCC(=O)OC(C)C)nnc2-c2cnccn2)cc1,-2
CC(C)N(Cc1nc(-c2ccc3c(c2)OCO3)no1)CC1CCC(=O)N1 (stereo not given),1
COc1ccc(OC)c(Nc2nc3ccccc3n3cnnc23)c1,-1
CN(C)S(=O)(=O)c1ccc(-c2csnn2)s1,1
CCOc1ccc(N2C(=O)C3C4C=CC(CC4)C3C2=O)c([N+](=O)[O-])c1 (stereo not given),-2
CCSc1nnc(Cc2cc(=O)[nH]c(=O)[nH]2)n1-c1ccc(F)cc1,-3
Cc1ccccc1NC(=O)Cc1nnc(SCC(=O)NC2CCCC2)n1C,0
Cc1cn(C2CC(O)C(CO)O2)c(=O)n(Cc2ccccc2)c1=O (stereo not given),-1
